# Bioassay records as filed in PubChem BioAssay.
# CHRM1 agonist: agonists of human M1 muscarinic receptor; CHO-K1 hM1, Fluo-8 calcium fluorescence, agonist mode; 0% DMSO, 100% acetylcholine EC100; AID 588814; hit rate 0.33% among 360,000; activation, % at 3 µM;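 active = activation above the run's mean compound activation plus 3 SD, cut at about 16% in these data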;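 also: peak over basal fluorescence ratio within a 140 s kinetic read after compound addition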
# Target sequence (P11229 whole entry, looked up): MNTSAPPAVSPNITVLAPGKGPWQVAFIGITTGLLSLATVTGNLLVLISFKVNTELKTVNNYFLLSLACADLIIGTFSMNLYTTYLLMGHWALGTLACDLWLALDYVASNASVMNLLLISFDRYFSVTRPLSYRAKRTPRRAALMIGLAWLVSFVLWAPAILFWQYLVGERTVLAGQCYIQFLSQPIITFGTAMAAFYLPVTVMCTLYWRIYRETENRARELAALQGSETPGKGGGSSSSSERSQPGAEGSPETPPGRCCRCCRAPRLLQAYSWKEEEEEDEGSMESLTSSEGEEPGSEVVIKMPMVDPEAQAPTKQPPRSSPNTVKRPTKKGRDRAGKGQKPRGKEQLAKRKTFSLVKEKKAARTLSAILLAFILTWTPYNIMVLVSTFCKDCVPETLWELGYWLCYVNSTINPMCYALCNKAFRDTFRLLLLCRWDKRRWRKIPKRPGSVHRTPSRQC
# CHRM1 PAM: human CHRM1 positive allosteric modulation. P11229. hit rate 0.088% among 360,000. CHO-K1 hM1, Fluo-8 calcium fluorescence, ACh EC20; 0% = ACh EC20, 100% = maximal ACh. activation, % at 3 µM. AID 588819; in the data active = activation above about 19%, passing the limit was not always enough
# V1aR counter: counter-screen for oxytocin receptor agonists: human V1a receptor agonists; P37288; CHO-V1R cells, Fluo-8 calcium fluorescence, agonist mode; 0% DMSO, 100% 3 nM vasopressin; activation, % at 3 µM; hit rate 0.25% among 320,000;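 active = activation above the mean activation of all tested compounds plus 3 SD, per screening run, cut at about 20% in these data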;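 also: signal is peak over basal fluorescence ratio across a 100 second FLIPR read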
# Target sequence (P37288 whole entry, looked up): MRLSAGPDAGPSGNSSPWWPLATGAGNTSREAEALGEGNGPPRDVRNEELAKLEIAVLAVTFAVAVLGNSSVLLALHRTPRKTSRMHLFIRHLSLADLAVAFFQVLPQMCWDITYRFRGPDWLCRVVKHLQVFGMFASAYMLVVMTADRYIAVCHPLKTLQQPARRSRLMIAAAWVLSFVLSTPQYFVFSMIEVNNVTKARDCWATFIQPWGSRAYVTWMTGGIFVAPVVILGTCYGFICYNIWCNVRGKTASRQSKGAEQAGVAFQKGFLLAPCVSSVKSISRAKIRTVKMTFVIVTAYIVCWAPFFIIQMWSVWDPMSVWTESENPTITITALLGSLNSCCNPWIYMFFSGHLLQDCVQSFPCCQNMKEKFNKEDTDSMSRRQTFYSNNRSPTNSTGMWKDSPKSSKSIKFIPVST
# OXTR potentiator: human OXTR potentiation; CHO-OTR cells, Fluo-8 calcium fluorescence, potentiator mode; 0% = oxytocin EC15, 100% = EC100; activation, % at 3 µM; hit rate 0.061% among 320,000; AID 2445;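 active = activation above that plate's cutoff, the mean activation of tested compounds plus 3 SD, cut at about 6.6% in these data, passing the limit was not always enough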;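 also: 100% uses oxytocin at 75 nM as the full agonist control; some results filed as inactive read as strong as hits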
#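 Assay system: CHO cell line stably expressing human OTR. Reagent: EC15 oxytocin agonist. Dosing: single dose, 3.0 µM nominal final compound concentration. Timing: compound 6 min at room temperature before oxytocin, 100 s read. Signal: kinetic Fluo-8 calcium fluorescence. Controls: oxytocin EC15 low and EC100 high.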
# CHO parental Ca: signal in parental CHO cells, OX1R antagonist counter-screen; AID 463079; hit rate 0.63% among 330,000; parental CHO-K1, ATP-induced calcium, Fluo-8 fluorescence; inhibition, % at 5.6 µM;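 active = inhibition above that plate's mean sample inhibition plus 3 SD, cut at about 26% in these data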;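 also: 0% = ATP-challenged DMSO wells and 100% = DMSO wells without ATP; some compounds past the cut are filed as inactive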
#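 Material: Parental CHO cells | Reagent: ATP | Compound dosing: Single nominal dose of 5.6 µM per compound | Detection: Intracellular calcium via Fluo-8 no-wash fluorescent dye | Read-out: % inhibition of ATP-induced calcium mobilization | Benchmarks: Low control ATP plus DMSO, high control DMSO only | Replicates: Singlicate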
# M1 antag: blocks human M1 muscarinic receptor; P11229; CHO-K1 hM1, Fluo-8 calcium fluorescence, ACh EC80 antagonist; inhibition, % at 3 µM; hit rate 1.3% among 360,000; AID 588852;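 active = percent inhibition above its own plate's cutoff, namely the mean of that plate's compound wells plus 3 SD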;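 also: peak over basal fluorescence ratio during 140 s after agonist addition; 0% = ACh EC80 plus DMSO and 100% = DMSO alone without agonist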
# TAAR1 antagonist: human TAAR1 antagonism; inhibition, % at 3 µM; hit rate 1.5% among 360,000; CHO RD-HGA16 TAAR1, Fluo-8 calcium fluorescence, antagonist; AID 624466;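 active = inhibition above a per-plate cutoff, the mean inhibition of test compounds on that plate plus 3 SD, cut at about 49% in these data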;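 also: 0% = DMSO plus EC80 beta-PEA response and 100% = DMSO alone without agonist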
#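 System: CHO RD-HGA16 cells bearing hTAAR1. Reagent: EC80 β-phenethylamine stimulus. Schedule: seeding 17-24 h prior, 75-min 37 °C, 30-min RT dye loading. Signal: Fluo-8 intracellular calcium dye fluorescence, real-time kinetic reads. Read-out: % inhibition from peak post-agonist over basal fluorescence ratio. Benchmarks: vehicle wells and EC80 agonist wells. Replicates: n of 1.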
# TAAR1 agonist: human TAAR1 agonism; CHO RD-HGA16 TAAR1, Fluo-8 calcium fluorescence; vehicle wells 0%, saturating PEA agonist 100%; activation, % at 3 µM; hit rate 0.99% among 360,000; AID 624467;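 active = activation above the mean activation of all test compounds in the run plus 3 SD, cut at about 38% in these data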
#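 Assay system: CHO-derived RD-HGA16 cells with stable Gα16 and human TAAR1; timing: 17-24 h seeding, 75 min 37 °C dye, 30 min RT; read-out: % activation from peak over basal fluorescence ratio, DMSO-to-PEA scaled; measured by: kinetic Fluo-8 calcium fluorescence; benchmarks: low control DMSO, high control PEA (EC100); doses: 3 µM single concentration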
# OXTR ag: activates the human oxytocin receptor; P30559; CHO-OTR cells, Fluo-8 calcium fluorescence; normalized: DMSO 0%, oxytocin 100%; activation, % at 3 µM; hit rate 0.32% among 320,000; AID 2435;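 active = activation above the mean of all tested compounds plus 3 SD, cutoff set per screening run, cut at about 20% in these data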;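 also: peak over basal fluorescence ratio from a 100 s FLIPR kinetic read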
# * = called active by the depositor; / = not tested or not shown.
SMILES,CHRM1 agonist,CHRM1 PAM,V1aR counter,OXTR potentiator,CHO parental Ca,M1 antag,TAAR1 antagonist,TAAR1 agonist,OXTR ag
CC(C)C[C@@H](CN)NC(=O)c1nc[nH]c1C(=O)N[C@@H](Cc1ccccc1)C(=O)CNC[C@H](C)NC(=O)c1nc[nH]c1C(=O)N[C@@H](CC(C)C)C(=O)O,-3,8,/,/,/,-12,-11,5,/
Cc1cc(NC(=O)CSCC(=O)Nc2nc3ccc(F)cc3s2)no1,0,2,1.6,5,-12,-4,17,-1,2.6
CCC(C)Sc1ccc(-c2nc3ccc(Cl)cn3c2NCc2ccccc2)cc1 (configuration not stated),-4,9,-0.4,-8,-21,-16,22,3,-1.5
O=C(O)c1cc(NS(=O)(=O)c2ccc(N3CCCCC3)c([N+](=O)[O-])c2)cc(C(=O)O)c1,-4,12,0.4,-6,-4,-3,-7,5,1.2
NS(=O)(=O)c1ccc(CCNC(=O)C(=O)C2C(=O)Nc3ccccc32)cc1 (configuration not stated),0,9,-0.1,-11,-13,-5,2,-2,-0.2
Cc1ccc(/C=N/NC(=O)c2ccc3c(c2)OCCO3)s1,-4,5,0.1,-8,-6,-5,-28,9,-0.6
Cc1nn(C)cc1C(C)NC(=O)c1cc(COc2c(F)cccc2F)on1 (configuration not stated),-5,8,1.6,-2,-6,-14,-2,6,1.4
CCC(=O)N1CCC1(C)C(=O)Nc1cnc2ccccc2c1 (configuration not stated),-4,8,/,/,/,-16,-13,2,/
CCn1cnc2cc(NCc3cccs3)ccc21,-7,2,1.1,-2,-4,-5,-13,1,0.8
Cc1csc(NC(=O)CS(=O)(=O)Cc2ccccc2)n1,-5,-4,0.5,-8,-3,1,6,2,0.3
NC1=NC(=O)/C(=C/c2ccc(OCC(=O)O)cc2)S1,-1,1,/,/,/,-9,0,0,/
O=C(NNC(=O)c1sccc1-n1cccc1)Nc1ccccc1,-4,5,-0.7,-8,2,-4,7,3,-1.2
COc1cccc(OC)c1CN(C)C(=O)c1cnccc1C(F)(F)F,2,9,1.2,-6,-14,-4,-31,1,-0.3
CCOC(=O)C(=CNNc1c(C)csc1C(=O)OC)C(=O)OCC,1,1,-2.4,-6,-25,-2,-40,-1,-1.8
O=C(NNC(=O)c1ccco1)c1ccccc1,1,8,0.4,-3,-2,-4,2,4,0.2
Cc1ccc(C2CC(=O)N(c3ccc(F)cc3)C3=C2C(=O)CCC3)cc1 (configuration not stated),-2,5,-0.3,-15,-11,-8,-12,-1,-2.8
CCc1cc2c(=O)n(CCCOC)c(SCC(=O)Nc3oc(C)c4c(C)n[nH]c(=O)c34)nc2s1,-2,7,0.8,-1,-17,-1,0,-1,-1.0
O=S(=O)(NCC(c1ccc2c(c1)OCO2)N1CCOCC1)c1ccc(F)cc1 (configuration not stated),-2,12,-0.3,-6,-17,-17,-35,1,0.1
Cc1ccc(C(=O)Nc2ncc([N+](=O)[O-])s2)cc1,3,-11,14,-24,12,12,12,6,17
Cn1c(=O)c2c(nc(OCC3COC(C)(C)O3)n2Cc2ccccc2F)n(C)c1=O (configuration not stated),-3,5,-0.2,-7,-20,-2,13,3,-0.9
COC(=O)c1ccc(S(=O)(=O)N2CCc3ccccc32)cc1,-9,-14,0.9,-2,-8,7,-3,2,2.1
CCN1CCC(=NNC(=O)c2ccc(C)c([N+](=O)[O-])c2)CC1,-3,2,0.1,-9,-1,-7,14,-1,-1.8
O=C(CSc1nnc(-c2ccc(Br)cc2)o1)N1CCN(C(=O)c2ccco2)CC1,-1,4,7.8,-10,-19,-9,18,10,5.3
O=C(OCc1ccccc1)N1C=CC2CC1c1c(Cl)cccc12 (configuration not stated),-1,-4,/,/,/,-12,-3,5,/
CN1CCC/C1=C/C=C1\SC(=S)NC1=O,11,-9,24*,-12,32,14,-4,17,46*
Cn1nnnc1SCC(=O)NCc1cccs1,0,0,-0.4,-8,-7,7,-8,8,0.0
O=C(Cn1ncc(Cl)c(Cl)c1=O)NC1CCS(=O)(=O)C1 (configuration not stated),0,1,1.1,-1,-2,-3,-27,3,1.7
O=C(CN1CCN(C/C=C/c2ccccc2)CC1)NC(=O)NC1CCCCC1,7,-6,4.0,-4,-13,15,-20,2,1.9
CCN(C(=O)c1cccc(S(=O)(=O)N(C)C)c1)C12CC3CC(CC(C3)C1)C2,5,10,2.5,-3,-8,-5,19,6,0.0
COc1cc(C(=O)OCC(=O)c2cc(C)n(CC3CCCO3)c2C)ccc1OCC(=O)N1CCOCC1 (configuration not stated),0,18,0.2,4,-17,-19,-16,3,1.4
CC(=O)Nc1ccc(CN(C)c2c(C)nc3ccc(C(=O)N4CCN(c5ccccc5)CC4)cn23)cc1,-3,-1,/,/,/,-8,13,11,/
O=C(COc1ccc(Cl)cc1Cl)N(c1ccccn1)C1CCCCC1,-5,4,1.9,0,-6,-6,-9,4,-1.9
O=C(NNC(=O)c1ccccc1-n1cccc1)c1ccc(Cl)cc1Cl,-1,6,0.4,-7,-17,-5,-11,3,-1.3
Cc1ccc(Cl)cc1N1CCN(C(=O)c2ccc3nc[nH]c3c2)CC1,-7,1,5.5,-9,-17,-1,2,8,5.8
O=C(Nc1ccccc1Br)C(=O)N1CCCC1,-2,3,0.4,-14,2,4,6,1,1.0
CC(NC(=O)c1ccccc1Cl)C1COc2ccccc2O1 (configuration not stated),-4,2,0.0,-8,-6,-8,-10,-1,3.7
CC(C)N(C(=O)CSc1nnc(NC2CC2)s1)c1ccccc1,-5,7,-0.3,-1,-9,3,-3,1,-0.1
COc1ccccc1NC(=O)c1cc(Br)ccc1Cl,-5,7,-2.0,2,-25,-10,9,1,-2.8
CC(=O)OC(COc1cccc(C)c1)Cn1cnc2ccccc21 (configuration not stated),-2,9,0.0,-5,-21,0,-3,2,-1.4
COc1cccc(C(=O)N2CCC(CCC(=O)Nc3cccc(C)c3)CC2)c1,-3,6,1.1,-3,-17,-9,-10,-1,-0.5
Cc1ccccc1OCCCC(=O)Nc1nncs1,-3,6,-0.1,5,-7,-2,29,-1,-0.4
COc1cccc(CNC(=O)C2CCN(S(=O)(=O)N3CCC4(CC3)OCCO4)CC2)c1,-1,1,0.2,0,-8,-6,4,0,-0.1
O=C(Nc1ccc(S(=O)(=O)NCc2cccnc2)cc1)c1ccccc1Cl,-2,-7,5.1,-6,-6,15,1,5,5.7
CC(C)C[C@H](NC(=O)OC(C)(C)C)c1nnc(SCC(=O)Nc2ccc(Br)cc2)o1,-5,0,-0.2,-6,-5,0,21,6,-1.7
COc1ccc(OC)c(NC(=O)C2CCCCC2)c1,-9,12,-0.5,1,-1,-4,-13,-1,-1.7
CCc1ccccc1NC(=O)CN(C)C(=O)COc1ccc(C)nc1[N+](=O)[O-],-2,8,0.4,-8,-8,-2,6,0,-1.1
CCN(CC)CCOc1nc(C)nc2c1oc1ccccc12,-5,7,3.3,-6,-9,-9,3,2,1.4
C=CCn1c(SCC(=O)Nc2nnc(CC)s2)nnc1-c1cccnc1,-3,1,3.5,-9,1,2,4,8,0.1
O=C(O)CN1C(=O)/C(=C\c2cc(Br)ccc2OCc2ccc([N+](=O)[O-])cc2)SC1=S,-5,4,-0.9,-16,2,-10,-13,-2,-0.6
CC(C(=O)NC1CC1)c1ncc(C(F)(F)F)cc1Cl (configuration not stated),-6,4,0.9,-18,-4,-8,0,1,0.2
O=C(CSc1ncnc2sc3c(c12)CCC3)N1CCOCC1,-4,1,4.0,1,-9,6,-8,2,0.6
NC(=O)c1c(NC(=O)CCCC(=O)O)sc2c1CCCCCC2,-2,3,0.8,4,2,0,2,0,1.3
CCOc1ccc(NC(=O)c2c(N)n(C)c(=O)[nH]c2=O)cc1,-5,10,0.2,-1,3,-3,12,5,0.9
CN1CCN(CCC(=O)Nc2cccc(F)c2)CC1,-8,7,0.1,-4,-1,-6,10,0,-0.7
COC(=O)C1=C(C(=O)OC)[C@]2([C@H]3CCCCN[C@@H](Cc4ccccc4)C(=O)N3Cc3ccccc3)C=C[C@H]1O2,0,-7,1.8,-6,-23,0,15,2,2.0
C=CCN(c1ccccc1Cl)S(=O)(=O)c1cc(C(=O)N2CCCC2)ccc1Cl,-4,-7,-1.0,0,-19,15,-36,-1,-0.7
COc1nnc(-c2ccc(C(=O)N3C[C@@H]4C[C@H](C3)c3cccc(=O)n3C4)cc2)c2ccccc12,-5,5,/,/,/,-11,-23,9,/
Cc1ccc2nc(/N=C(\N)NC(=O)NC3CCCCC3)nc(C)c2c1,-5,-1,-1.4,-12,-9,0,-25,-1,-2.5
Cc1ccc(OCCn2cnc3c2c(=O)n(C)c(=O)n3C)cc1,3,11,3.1,-11,-5,-1,-8,0,3.0
CCOC(=O)CN1C(=O)C(C)(C)Oc2ccc(C(=O)Nc3ccccc3OC)cc21,-1,-5,-1.3,-2,-13,2,32,7,-1.2
# (listing goes on)
SMILES,CHRM1 agonist,CHRM1 PAM,V1aR counter,OXTR potentiator,CHO parental Ca,M1 antag,TAAR1 antagonist,TAAR1 agonist,OXTR ag
CC(C)C(=O)Nc1nc(-c2ccccc2)ns1,-3,0,11,-8,-1,-9,1,11,3.3
CCO/C(=C/c1sc2ccc(OC)cc2[n+]1CCCS(=O)(=O)[O-])CC,-2,7,-0.2,-6,-1,-6,-20,1,1.7
CS(=O)(=O)N1CCN(C(=O)NC23CC4CC(CC(C4)C2)C3)CC1,-6,8,0.0,-3,4,-2,5,3,-0.2
COc1cc(OC)c(OC)cc1CN1CCN(Cc2ccc(C(F)(F)F)cc2)CC1,-1,-5,2.5,0,-28,8,-8,0,0.8
CC1CCN(C(=O)C2CCN(S(=O)(=O)c3cnc[nH]3)CC2)CC1,-2,1,2.7,-4,3,-5,-8,7,3.6
CSc1ncccc1C(=O)NCC12CC3CC(CC(C3)C1)C2,-6,2,-0.8,1,-19,-3,5,9,-1.9
CCOc1cccc(-c2nn3c(-c4ccco4)nnc3s2)c1,-5,9,-1.3,-3,-27,-9,5,6,-1.4

# An excerpt from above in order of the OXTR potentiator value, ascending:
SMILES,CHRM1 agonist,CHRM1 PAM,OXTR potentiator,M1 antag
CCO/C(=C/c1sc2ccc(OC)cc2[n+]1CCCS(=O)(=O)[O-])CC,-2,7,-6,-6
CC1CCN(C(=O)C2CCN(S(=O)(=O)c3cnc[nH]3)CC2)CC1,-2,1,-4,-5
CCOc1cccc(-c2nn3c(-c4ccco4)nnc3s2)c1,-5,9,-3,-9

# Rows are unselected, and some 3.7% of all compounds hit somewhere here.
